Compound activity from PubChem.
SRC3 TRFRET art: TR-FRET detection interference compounds, artefact control for PPARgamma SRC-3 recruitment agonists, biochemical, TR-FRET ratio | TR-FRET ratio at 8 µM | actives 0.39% (n = 99,000) | TR-FRET artefact counter-screen, PPARgamma/SRC-3 format; stronger effect = higher value | AID 1048, 2008; in the data active = TR-FRET ratio above about 2000; note: inactives centre near 1600
SRC1 TRFRET art: TR-FRET detection interference compounds, primary screen, artefact control for PPARgamma SRC-1 recruitment agonists, biochemical, TR-FRET emission ratio; TR-FRET detection artefact counter-screen; stronger effect = higher value; TR-FRET ratio at 8 µM; actives 0.34% (n = 99,000); AID 1051, 2008; in the data active = TR-FRET ratio above about 2300; note: inactives centre near 1800
* = called active by the depositor.

#	SMILES	SRC3 TRFRET art	SRC1 TRFRET art
1	COCCCNS(=O)(=O)c1ccc(Cl)c(C(F)(F)F)c1	1532	1771
2	COc1ccc(CCNC(=O)COc2ccc(N(C)S(=O)(=O)c3ccc(C)cc3)cc2)cc1OC	1826	1985
3	CC[n+]1ccc(C(=O)NCc2ccccc2)cc1	1275	1681
4	NC(=O)c1ccccc1NC(=S)NC(=O)CCc1ccccc1	1659	1831
5	Cc1oc(-c2ccccc2)nc1CSc1nc2c(c(=O)[nH]1)CCC2	1463	1447
6	COc1ccc2[nH]cc(CCNS(=O)(=O)c3ccccc3)c2c1	1414	1560
7	O=C(N/N=C/C(Cl)=C/c1ccccc1)c1ccccn1	1639	1873
8	O=C(COc1ccccc1)Nc1nnc(-c2ccco2)o1	1476	2077
9	COc1ccc(CC(NC(C)=O)C(=O)NC2CCN(c3c(Cc4ccccc4)c(C)nc4ncnn34)CC2)cc1OC (centres undefined)	1599	1690
10	COC(=O)c1ccc(SCC(=O)NC2CCCC2)c([N+](=O)[O-])c1	1569	1674
11	CC1(C)OC(=O)C(=NNc2ccccc2)C(=O)O1	1553	1764
12	CCOCC(=O)Nc1cc(C(=O)OC)cc(C(=O)OC)c1	1659	1810

The list continues.
#	SMILES	SRC3 TRFRET art	SRC1 TRFRET art
13	FC(F)(F)c1cccc(NC(=S)N(CCCN2CCCC2)Cc2cccn2Cc2ccc(Cl)cc2)c1	1538	1734
14	Cc1ccc(-c2csc3ncnc(-n4nnc5ccccc54)c23)cc1C	1550	1567
15	COc1ccc(N2CCN(C(=O)CNS(=O)(=O)c3ccc(C)cc3)CC2)cc1	1512	1692
16	O=C(CCc1nnc(CCCCc2ccccc2)o1)NC1CCCC1	1581	1766
17	O=C(/C=C1\SC(=O)N(CC(=O)Nc2ccc(Cl)cc2)C1=O)Nc1ccc(F)cc1	1440	1633
18	Cc1ccc(C)c(C(=O)N(C)CC(=O)Nc2ccccc2C(F)(F)F)c1	1833	2045
19	O=C(O)/C(=C\c1ccccc1Cl)c1ccc(S(=O)(=O)N2CCCCC2)s1	1797	1957
20	CCCCN(C(=O)/C=C/c1ccco1)c1c(N)n(Cc2ccccc2)c(=O)[nH]c1=O	1537	1872
21	O=C(NNC(=S)NCCCN1CCOCC1)c1ccncc1	1557	1722
22	O=C(N/N=C/c1ccc(OC(=O)c2ccco2)cc1)c1ccccn1	1557	1839
23	CCOC(=O)c1c(C)oc2c1c(C=NCCC(=O)O)c(O)c1ccccc12	1558	1757
24	O=C(NCc1ccc(F)cc1)C(=O)NCC1OCCN1S(=O)(=O)c1cccs1 (centres undefined)	1740	1881

(list continues)
#	SMILES	SRC3 TRFRET art	SRC1 TRFRET art
25	CC(C)(C)NC(=O)C1N(c2cccnc2)C(=O)C2C(C(=O)Nc3ccccc3)C3(C)C=CC21O3 (centres undefined)	1432	1863
26	COc1cc(CN2CCN(C(=O)CC(C)C)CC2)cc(OC)c1O	1377	1643
27	Cc1cc(NS(=O)(=O)c2ccc(NC(=O)c3cc4c(=O)n5ccccc5nc4s3)cc2)nc(C)n1	1659	2122
28	O=C(CN1CCS(=O)(=O)CC1)NNC(=O)C1CCCCC1	1386	1922
29	Cc1ccc(NC(=O)CSc2nc3ccccc3c(=O)n2CCCN2CCCCC2)cc1Cl	1352	1709
30	CC(=O)NCc1ccc(S(=O)(=O)N/N=C/c2ccc(Br)cc2)cc1	1505	1771
31	CCO[C@@H]1OC(C(=O)NCc2nc3ccccc3[nH]2)=C[C@H](c2ccccc2)[C@H]1CCCO	1368	1604
32	COC(=O)c1ccc(NC(=O)C(=O)N2CCN(C(=S)Nc3ccc(C)cc3)CC2)cc1	1667	1925
33	CCOc1ccc(S(=O)(=O)Nc2ccc(C(=O)N/N=C/c3c(C)nn(-c4ccccc4)c3N3CCCC3)cc2)cc1	1545	1858
34	Cc1cccc(C2c3[nH]c4ccccc4c3CCN2C(=O)c2cc(C(C)C)nc(N)n2)n1 (centres undefined)	1649	1840
35	Cc1cc2c(OCC(O)CN3CCCC3)cccc2[nH]1 (centres undefined)	1754	1869
36	COc1ccc(NC(=O)CSc2nnc(C3CC3)n2C)cc1	1381	1772

(listing goes on)
#	SMILES	SRC3 TRFRET art	SRC1 TRFRET art
37	Cc1ccc(/C=N/NC(=O)NC2CCCCC2)o1	1327	1775
38	CN(C)c1nnnn1-c1ccc(OC(F)(F)F)cc1	1618	1831
39	O=S1(=O)CC2N=C(N(Cc3ccc(F)cc3Cl)c3ccccc3F)SC2C1 (centres undefined)	1453	1784
40	CCOC(=O)C1=C(C)NC(=O)NC1c1ccc(N2CCC(c3ccccc3)=N2)cc1 (centres undefined)	1619	1891
41	CS(=O)(=O)N(Cc1ccc(C(=O)NN=C2CCCCCC2)cc1)c1ccccc1	1636	1857
42	O=C(CNCC1CCCO1)Nc1ccc(N2CCCCCC2)cc1 (centres undefined)	1677	1903
43	COc1cc(/C=C2\CC/C(=C\c3ccc(OCCO)c(OC)c3)C2=O)ccc1OCCO	1724	1768
44	CC(O)CNc1nc(Cl)c(C#N)s1 (centres undefined)	1475	1801
45	CC(=O)Nc1ccc(NC(=O)c2ccc(NS(=O)(=O)c3cc(C(C)(C)C)cc(C)c3C)cc2)cc1	1767	1910
46	Cc1cn(S(=O)(=O)c2ccccc2[N+](=O)[O-])cn1	1492	2017
47	Cc1ccc(S(=O)(=O)N2CCC(C(=O)NNC(=O)c3ccccc3)CC2)cc1	1403	1895
48	O=C(COC(=O)c1cccc(Cl)c1)Nc1cc(Cl)ccc1Oc1ccccc1	1659	1890

Carrying on.
#	SMILES	SRC3 TRFRET art	SRC1 TRFRET art
49	Clc1cccc(-c2ccc(C=Nc3ccc(N4CCOCC4)cc3)o2)c1	1975	2263
50	CCOc1cc(C=C(C#N)C#N)ccc1Oc1ccc([N+](=O)[O-])cn1	1534	1784
51	Nc1nc(N2CCN(C(=O)c3ccco3)CC2)nc2ccc(Br)cc12	1636	1967
52	Cc1ccccc1-n1cc(CNCc2c(C(=O)N(C)C)nc3ccc(Cl)cn23)cn1	1577	1650
53	O=C(N/N=C/c1sc(N2CCOCC2)nc1-c1ccccc1)c1ccccc1Cl	1569	1750
54	O=C(NCc1cccnc1)C(=O)NC1CCCCC1	1593	1533
55	CCN(CC)CCN(C)c1ccc(N2C(=O)C3CC=CCC3C2=O)cc1[N+](=O)[O-] (centres undefined)	1296	1744
56	COc1ccccc1Sc1nc(-c2ccccn2)ncc1OC	1576	2012
57	CC1=Nc2ccccc2N=C(NC(=O)c2ccccc2)C1c1ccc(Cl)cc1 (centres undefined)	1602	1620
58	COc1ccc2cc(-c3[nH]ncc3CNCCn3nc(C)cc3C)ccc2c1	1594	1730
59	CCCCCCCCCCCC(=O)c1c(O)cccc1O	1670	1812
60	NNC(=O)CN1CCN(c2ncc(C(F)(F)F)cc2Cl)CC1	1850	2037

(list continues)
#	SMILES	SRC3 TRFRET art	SRC1 TRFRET art
61	CCN(CC)c1ccc(/C=C2/C(=O)c3ccc(C(=O)O)cc3C2=O)cc1	1685	1837
62	Cc1oc(-c2cccc(F)c2)nc1CN(Cc1ccccc1)C[C@@H]1CCC(=O)N1	1481	1702
63	CN(CC(=O)Nc1ccc(C#N)cc1)CC(=O)Nc1ccc(N2CCOCC2)cc1	1619	1870
64	CNc1nnc(-c2ccc(C)cc2)c2ccccc12	1662	1660
65	CCCC(=O)N(CC(=O)Nc1sc(C)c(C)c1C(N)=O)Cc1ccccc1	1715	1758
66	O=C(Cc1ccc(Cl)cc1)Nc1cccc2ncccc12	1643	1860
67	CCOc1ccccc1NC(=O)C(OC(=O)c1ccc(O)cc1)c1ccccc1 (centres undefined)	1694	1863
68	Cc1ccc(-c2nc(C=Nc3ccccc3)c(O)o2)cc1	1645	1892
69	Nc1ccc(N2CCN(CCCCN3C(=O)C4CCCN4C3=O)CC2)cc1 (centres undefined)	1606	1863
70	Cc1nnc(SCC(=O)Nc2nc(-c3ccc(F)cc3)cs2)[nH]c1=O	1618	2117
71	CCOC(=O)C1(C)C=C(Nc2ccc(C)cc2)C(=O)N1c1ccc(C)cc1 (centres undefined)	1555	1733
72	CCc1ccc(C(=O)COC(=O)c2ccc(Cl)nc2)cc1	1433	1854

6 of the compounds above, with two lines to a compound.
Each structure is followed by: SRC3 TRFRET art	SRC1 TRFRET art
64. CNc1nnc(-c2ccc(C)cc2)c2ccccc12
 : 1662	1660
65. CCCC(=O)N(CC(=O)Nc1sc(C)c(C)c1C(N)=O)Cc1ccccc1
 : 1715	1758
66. O=C(Cc1ccc(Cl)cc1)Nc1cccc2ncccc12
 : 1643	1860
67. CCOc1ccccc1NC(=O)C(OC(=O)c1ccc(O)cc1)c1ccccc1 (centres undefined)
 : 1694	1863
68. Cc1ccc(-c2nc(C=Nc3ccccc3)c(O)o2)cc1
 : 1645	1892
69. Nc1ccc(N2CCN(CCCCN3C(=O)C4CCCN4C3=O)CC2)cc1 (centres undefined)
 : 1606	1863

Next compounds.
#	SMILES	SRC3 TRFRET art	SRC1 TRFRET art
73	CCN=C1NN=C(c2cc(C)n(CCc3ccccc3)c2C)CS1	1784	1904
74	Cc1ccc(-c2ccc(C)c(N)c2C)c(C)c1N	1702	1867
75	O=C(N/N=C/c1ccc(Br)o1)c1cccnc1	1422	1957
76	C/C(=N\NC(=O)CNc1cccc(Cl)c1C)C1CC1	1668	1751
77	OCCC1CN(Cc2cccc3c2OCO3)CCN1Cc1ccccc1 (centres undefined)	1526	1804
78	Cc1ccc(CNC(=S)N2CCOCC2)cc1	1368	1627
79	Cc1ccc(-c2[nH]c(=S)[nH]c(=O)c2C#N)cc1	2293*	2571*
80	Cc1cccc(CSc2nnc(C)c(=O)n2N)c1	1584	1538
81	Cc1ccc(NC(=S)NC(NC(=O)c2ccccc2)C(Cl)(Cl)Cl)c(C)c1 (centres undefined)	1562	1749
82	COc1ccc(NC(=O)CCS(=O)(=O)c2ccccc2Cl)cc1S(=O)(=O)Nc1ccc(Cl)cc1	1613	1791
83	Cc1ccccc1-c1nnc(Cc2ccccc2)o1	1467	1784
84	COC(=O)c1sc(NC(=O)CSc2n[nH]c(N)n2)c(C(=O)OC)c1C	1453	1813

Other records
#	SMILES	SRC3 TRFRET art	SRC1 TRFRET art
85	Cc1ccccc1C(=O)Nc1ccc(C(=O)N/N=C/c2ccncc2)cc1	1367	1705
86	Cc1cnc(C(=O)OCc2ccc(COC(=O)c3cnc(C)cn3)cc2)cn1	1572	1888
87	Cc1[nH]n(-c2ccccc2)c(=O)c1N=Nc1ccc2c(c1)OCCO2	1496	1615
88	COC(=O)c1cc(OC)c(OC)cc1NC(=S)N1CCN(C/C=C/c2ccccc2)CC1	1678	1821
89	Nc1nc(N2CCOCC2)n[nH]1	1670	1805
90	COc1cc(NC(=O)COn2nnc3ccc(S(C)(=O)=O)cc32)cc(OC)c1	1758	1800
91	CCC(=O)c1ccc(N2CCN(C(=O)c3ccc(F)cc3)CC2)c(F)c1	1583	1830
92	Cc1cccc(-n2c(C)cc(C)c(C#N)c2=O)c1	1631	2216
93	CN(/N=C\c1ccc(O)c(O)c1)c1nc(-c2ccccc2)cc(-c2ccccc2)n1	1379	1803
94	COc1ccc(OCC2c3cc(OC)c(OC)cc3CCN2C(=O)C(C)C)cc1 (centres undefined)	1458	1853
95	Cc1ccc(S(=O)(=O)N(C)CC(=O)OCC(=O)N2CC(=O)Nc3ccccc32)cc1	1335	1563
96	NNC(=O)c1ccc2[nH]c3c(c2c1)CCCC3	1753	1970

More compounds:
#	SMILES	SRC3 TRFRET art	SRC1 TRFRET art
97	COC(=O)CSCC(=O)Nc1nnc(-c2cccc(C)c2)s1	1708	1786
98	CNC(=S)N1CCN(CCNC2=CC(=O)CC(C)(C)C2)CC1	1522	1501
99	Cc1c(C(=O)Nc2ccc(Br)cc2)cnn1C	1533	1809
100	CCCCNC(=O)CCCCCn1c(=O)[nH]c2cc(C(=O)OC)ccc2c1=O	1620	1968
101	CC(=O)n1c2c(c3ccccc31)OC(N)=C(C#N)C2c1cccc(Cl)c1Cl (centres undefined)	1524	1656
102	CCC(=O)N1CCCc2cc(S(=O)(=O)N3CCC(N4CCCCC4)CC3)ccc21	1397	1507
103	Cn1c(SCC(=O)NC(C)(C)C)nnc1-c1ccc(C(C)(C)C)cc1	1884	1961
104	COc1cc([N+](=O)[O-])ccc1NC(=O)Nc1nc2c(s1)CCCC2	1516	1808
105	COc1ccccc1NC(=O)c1ccc(NC(=O)c2cc3c(s2)CCC3)cc1	1779	1873
106	CC(=O)Nc1sc(C)c(C)c1CN1CCN(S(=O)(=O)c2ccccc2)CC1	1624	1730
107	O=C(/C=C/c1ccc(Cl)cc1)NCc1cccs1	1643	2131
108	COc1ccc([N+](=O)[O-])cc1NC(=O)Nc1cccc(Cl)c1	1673	1822

Continued:
#	SMILES	SRC3 TRFRET art	SRC1 TRFRET art
109	CN(Cc1ccccc1)c1nnc(N)s1	1508	1735
110	Fc1ccc2[nH]c3c(N4CCN(C5CCCCC5)CC4)ncnc3c2c1	1604	1752
111	O=C(CN(C(=O)Cn1nnc(-c2ccc(F)cc2)n1)c1ccc(F)c(Cl)c1)NCC1CCCO1 (centres undefined)	1698	1658
112	CCOC(=O)/C(C#N)=C/Nc1cc(OC)ccc1OC	1417	1875
113	CC(=O)C1=C(O)C(=O)N(Cc2cccnc2)C1c1ccc(C(C)C)cc1 (centres undefined)	1656	1823
114	O.O.O.O=S(=O)([O-])OC[C@H]1O[C@@H](O[C@]2(COS(=O)(=O)[O-])O[C@H](OS(=O)(=O)[O-])[C@@H](OS(=O)(=O)[O-])[C@@H]2OS(=O)(=O)[O-])[C@H](OS(=O)(=O)[O-])[C@@H](OS(=O)(=O)[O-])[C@@H]1OS(=O)(=O)[O-].[Al]	1649	1953
115	CCOC(=O)COc1c(C(=O)OC)sc2ncccc12	1708	1898
116	O=[N+]([O-])c1ccccc1S(=O)(=O)N1CCc2ccccc2C1	1706	1908
117	O=C(c1ccc(F)cc1)C1CCN(CCn2c(=S)[nH]c3ccccc3c2=O)CC1	1408	1683
118	COc1ccc(C(=O)NCc2ccc3c(c2)OCO3)cc1S(=O)(=O)NCc1ccc(Cl)cc1	1745	1801
119	COc1ccc(Nc2nc3ccc(OC)cc3s2)cc1	1698	1783
120	O=C(N/N=C/c1cc(Br)ccc1O)c1ccccc1Cl	1571	2059

The list is partial; the hit share may differ from the screen's.
